Assay outcomes: PubChem, National Center for Advancing Translational Sciences (NCATS)
JMJD2A Tudor inh – blocks the human JMJD2A Tudor domain | O75164 | AlphaScreen JMJD2A-Tudor / H3K4me3 peptide binding | Potency, µM (titrated, usually from 114 µM), for inactives: at the highest dose activity change, negative = inhibition, most hits filed as inhibitors | actives 4.4% (n = 390,000) | AID 504339; also: potency is read from the fitted curve at half-maximal effect; % is scaled to controls: 0 for no effect and ±100 for the full control effect; nearly all actives have a fitted effect of over 50% in size
Target sequence (O75164 whole entry, looked up, the tested form may be a part): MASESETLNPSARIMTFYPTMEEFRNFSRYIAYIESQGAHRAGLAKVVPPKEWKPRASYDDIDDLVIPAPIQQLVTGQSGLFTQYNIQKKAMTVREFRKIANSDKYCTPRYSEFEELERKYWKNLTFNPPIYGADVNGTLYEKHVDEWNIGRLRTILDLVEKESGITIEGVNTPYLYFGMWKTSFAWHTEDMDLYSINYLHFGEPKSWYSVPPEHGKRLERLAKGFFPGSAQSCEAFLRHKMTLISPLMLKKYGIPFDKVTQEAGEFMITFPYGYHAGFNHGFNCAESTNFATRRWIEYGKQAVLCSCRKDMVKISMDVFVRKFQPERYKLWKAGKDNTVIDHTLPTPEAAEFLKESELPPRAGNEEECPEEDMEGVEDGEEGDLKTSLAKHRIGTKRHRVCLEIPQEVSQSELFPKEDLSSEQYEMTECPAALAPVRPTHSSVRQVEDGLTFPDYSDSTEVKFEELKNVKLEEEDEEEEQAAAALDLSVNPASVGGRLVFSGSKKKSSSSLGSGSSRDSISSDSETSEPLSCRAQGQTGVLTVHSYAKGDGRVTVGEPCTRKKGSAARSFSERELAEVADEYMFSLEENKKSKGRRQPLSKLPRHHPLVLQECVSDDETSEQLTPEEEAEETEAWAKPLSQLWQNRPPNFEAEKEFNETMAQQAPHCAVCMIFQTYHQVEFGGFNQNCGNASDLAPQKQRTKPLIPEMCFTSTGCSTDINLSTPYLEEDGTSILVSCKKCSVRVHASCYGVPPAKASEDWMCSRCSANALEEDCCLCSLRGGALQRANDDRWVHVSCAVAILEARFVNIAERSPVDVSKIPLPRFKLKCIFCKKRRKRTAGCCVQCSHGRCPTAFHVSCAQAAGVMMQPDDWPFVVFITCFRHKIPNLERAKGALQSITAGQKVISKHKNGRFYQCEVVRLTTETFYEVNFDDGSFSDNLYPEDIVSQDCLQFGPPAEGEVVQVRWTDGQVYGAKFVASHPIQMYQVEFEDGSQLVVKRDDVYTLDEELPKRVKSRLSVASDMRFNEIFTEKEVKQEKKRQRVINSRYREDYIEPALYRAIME
PI4K2A inh – PI4K2A (human) kinase inhibition; purified PI4K2A, ADP-Glo luminescence, 1 h; stronger effect = lower value; Q9BTU6; actives 0.13% (n = 420,000); activity change, negative = inhibition, % at 76.9 µM; in the data active = activity change below about -50%; inconclusive = mostly about -30% to -49%;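 also: -100% = wells without enzyme as full effect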
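In this quantitative HTS, ADP production by PI4K2A was quantified luminescently after 1 h at ambient temperature; 100 microM adenosine served as plate-quality control.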
Pin1 inh – human Pin1 inhibition; Potency, µM (doses to about 115 µM), inactives show at the highest dose activity, negative = inhibition, most hits filed as inhibitors; Pin1 FP peptide displacement, HiFluor488, 10 min; actives 0.009% (n = 390,000); Q13526; active = well fitted inhibition curve with a large enough effect in the polarisation, with a control signal flat, not every such curve was filed as active; inconclusive = small, poorly fitted or top-dose-only effect, or effect the other way, or a change in a side signal; inactive = no such curve, though single readings can be large or run the other way; the % refers to the polarisation; also: potency is read from the fitted curve at half-maximal effect; % is scaled to controls: 0 for no effect and ±100 for the full control effect
BAZ2B block – inhibitors of human BAZ2B bromodomain | Q9UIF8 | AlphaScreen BAZ2B-H3K14Ac peptide displacement | Potency, µM (series often up to 114 µM), without a hit: at the highest dose activity change, negative = inhibition, hits mostly inhibitors | actives 4.4% (n = 360,000) | AID 504333; also: potency is read from the fitted curve at half-maximal effect; % is scaled to controls: 0 for no effect and ±100 for the full control effect; nearly all actives have a fitted effect of over 60% in size
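In this displacement format the biotinylated H3(5-23) peptide acetylated at Lys14 serves as ligand at 50 nM, with BAZ2B at 50 nM in PBS pH 7.4 containing 0.01% Tween-20. Donor and acceptor beads are 10 ug/mL final.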
HP1b chromo inh – blocks HP1-beta chromodomain binding to methylated histone tails. AlphaScreen HP1-beta / biotin-H3K9me3 peptide binding. actives 0.56% (n = 390,000). Potency, µM (highest dose often 114 µM), for inactives: at the top dose activity change, negative = inhibition, actives largely listed as inhibitors; also: potency is read from the fitted curve at half-maximal effect; nearly all actives have a fitted effect of over 70% in size; inactives centre near 23
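HP1-beta protein (50 nM final) preincubated 30 min at room temperature with biotinylated H3(1-18)K9me3 peptide (50 nM) in PBS pH 7.4, 0.01% Tween-20, then compound added for 30 min. AlphaScreen streptavidin donor/nickel chelate acceptor beads (10 ug/mL final), 30 min dark, luminescence read.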
ERG-DNA inh – inhibitors of human ERG Ets domain-DNA interaction | P11308 | AID 624246 | actives 0.028% (n = 370,000) | fluorescence polarization, His-ERG Ets domain / labelled DNA | Potency, µM (series often up to 76.9 µM), without a hit: at the top dose FP activity, negative = inhibition, hits mostly inhibitors; active = well fitted inhibition curve with a large enough effect in the polarisation, with a control signal flat; inconclusive = small, poorly fitted or top-dose-only effect, or effect the other way, or a change in a side signal; inactive = no such curve, though single readings can be large or run the other way; the % refers to the polarisation;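 also: polarization taken with two DNA probes labelled with fluorescein and Texas red; potency is read from the fitted curve at half-maximal effect; % of control where 0% means no effect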
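His-tagged ERG Ets domain (1 uM in the protein solution; 300mM KCl, 50mM Tris-HCl, 1mM EDTA, 1mM DTT, pH 7.5) received compound, then a probe mix of 5 nM fluorescein-DNA and 100nM Texas-615-DNA. Fluorescence polarization was read for both dyes.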
G9a block – G9a (human) methyltransferase inhibition. actives 8.8% (n = 350,000). Potency, µM (doses to about 102 µM), without a hit: top-dose activity, negative = inhibition, actives largely listed as inhibitors. G9a H3K9 monomethylation, AlphaScreen, 2 h. Q96KQ7; also: potency is read from the fitted curve at half-maximal effect; % is scaled to controls: 0 for no effect and ±100 for the full control effect; nearly all actives have a fitted effect of over 75% in size
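Using a bead-based AlphaScreen, monomethylated H3K9 product from 2 h room-temperature reactions (G9a 20 nM, peptide 500 nM, SAM 20 uM) was detected with 0.5 ug/mL rabbit anti-H3K9me1 antibody.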
GLS inh – inhibitors of human glutaminase (GLS). O94925. GLS enzymatic activity, qHTS titration. Potency, µM (series often up to 45.5 µM), inactives show at the highest dose activity change, negative = inhibition, actives largely listed as inhibitors. actives 0.21% (n = 410,000). AID 624170; also: potency is read from the fitted curve at half-maximal effect; % is scaled to controls: 0 for no effect and ±100 for the full control effect
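hKGA in 45 mM KH2PO4 pH 8.2, 0.02% Tween-20 with pin-transferred compounds; 1 mM L-glutamine (stock) plus glutamate oxidase/HRP/Amplex Red coupling added. Fluorescence read initially and after 30 min at RT.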
Tb PGK inh – blocks T. brucei phosphoglycerate kinase; P07378; actives 0.043% (n = 380,000); Potency, µM (top dose mostly 57.5 µM), without a hit: at the top dose activity change, negative = inhibition, most hits filed as inhibitors; PGK/GAPDH coupled, Kinase-Glo luminescence, 60 min; also: potency is read from the fitted curve at half-maximal effect; % is scaled to controls: 0 for no effect and ±100 for the full control effect; nearly all actives have a fitted effect of over 60% in size
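Luminescent ATP detection (Kinase-Glo Plus) follows a 60-minute room-temperature incubation, with wells lacking PGK as controls. Buffer: 100 mM TEA (pH 7.6), 5 mM MgCl2, 0.01% Tween-20. Coupling enzyme GAPDH (100 nM final) supplies unstable 1,3-BPG in-well.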
An asterisk follows results filed as active; i = inactive; ? = inconclusive; . = not tested or not shown; & = joins results of further samples; [ ] = dose if it differs, or a comment. Unless noted, calls follow the shape of the dose curve; as a rule, active = well fitted curve in the direction sought with a large enough effect; inconclusive = small, poorly fitted or top-dose-only effect, or another doubt; inactive = no such curve, though single readings can be large; an effect the other way counts as inactive or inconclusive.

mol	JMJD2A Tudor inh	PI4K2A inh	Pin1 inh	BAZ2B block	HP1b chromo inh	ERG-DNA inh	G9a block	GLS inh	Tb PGK inh
Cc1cc(C)c2nc(C)cc(Nc3ccc(C(=O)NCCO)cc3)c2c1	-18%	3	-6%	-2%	19%	-5%	-25%	-1%	-10%
CC(=O)NS(=O)(=O)c1ccc(NC(=O)CC(C)c2ccccc2)cc1 (stereo not drawn)	-12%	2	-4%	-20%	14%	-2%	0%	-2%	6%
CCCCOc1cccc(/C=C(\C#N)C(=O)NC2CC2)c1	-13%	35	-1%	4%	13%	-8%	2%	-17%	1%
CCOc1ccc(C(=O)/C=C/c2cc(OC)c(OC)c(OC)c2)cc1	-21%	-1	-1%	-16%	23%	-2%	-26%	-18%	i
Cc1ncc(CN2CCC(N3CCC(C(=O)N4CCCC4)CC3)CC2)s1	5%	9	1%	-14%	28%	2%	22%	-9%	-7%
CCc1ccc(-c2c(C)sc(NC(C)=O)c2C(N)=O)cc1	?	2	-11%	-8%	-34%	-5%	11µM*	-17%	i
Cc1nnc(SCC(=O)NCC2CCCCC2)n(N)c1=O	2%	-7	6%	6%	25%	2%	.	4%	3%
Cn1c(SCc2ccccc2)nc(C(F)(F)F)cc1=O	2%[57.1 µM]	2	-1%	27%	14%	4%	69%[activator]	-5%	-11%
O=C(CNC(=O)c1ccco1)NCC(=O)OCc1cccc(C(=O)Oc2ccccc2)c1	-7%	5	5%	6%	30%	2%	-9%[59 µM]	1%	.
COc1ccc(Cn2c(CNC(=O)Cc3ccc(OC)c(OC)c3)nc3cccnc32)cc1	-15%	-4	5%	-1%	9%[57 µM]	-1%	14%[59 µM]	-7%	i
CCOC(=O)c1c(C)[nH]c(C(=O)N/N=C/c2ccc(OC)c(OC)c2)c1C	-7%	2	2%	-16%	36%	1%	42%	-12%	2%
C=CCNC(=O)CN1C(=O)c2cccc3cccc1c23	-1%	-3	4%	9%	49%[activator]	3%	11%[59 µM]	-6%	-7%
CC(=O)c1c(C)[nH]c(C(=O)OCC(=O)N2CCc3ccccc3C2)c1C	-3%	-3	1%	?	19%	-3%	9%[12.7 µM]	1%	-1%
COc1ccc(CSc2nc(C)cc(C)c2C#N)cc1	63%[activator]	2	-1%	33%[activator]	77%[activator]	3%	.	7%	i
COc1ccccc1Cn1cc(C(=O)c2ccc(Cl)cc2)c(=O)c2ccccc21	-11%	-4	0%	20%	66%[activator]	-3%	26%[59 µM]	-5%	-1%
Cc1cc(C)cc(NC(=S)NCc2ccc(S(N)(=O)=O)cc2)c1	-6%[57.1 µM]	2	-2%	2%	36%	-6%	27%	3%	3%
Cc1cc2cc(CNC(=O)c3cccc([N+](=O)[O-])c3)ccc2n1C	?	0	-2%	?	-4%	-7%	-6%	14%	1%
O=S(=O)(c1ccc(Cl)cc1)c1snnc1-c1ccccc1	23%	25	0%	-2%	50%	9%	23%	2%	-3%
O=C1c2cccc3cccc(c23)C(=O)N1CCN1CCN(C(=S)Nc2ccc(Cl)cc2)CC1	-5%	-2	13%	14%	21%	-3%	16%[59 µM]	3%	i
O=C(CCSC1=NCCCN1)c1ccc(F)cc1	-15%	0	1%	.	?	-15%	.	35%[activator]	-10%
O=C1CCCC2=C1C(c1cn(-c3ccccc3)nc1-c1cccs1)c1c([nH]c(=O)[nH]c1=O)N2 (stereo not drawn)	-25%	1	-5%	-3%	26%	.	?	0%	7%
COCCCN(C(=O)CCSc1ccc(F)cc1)c1c(N)n(Cc2ccccc2)c(=O)[nH]c1=O	-14%	-3	-2%	-5%	14%	-10%	21%[2.33 µM]	-1%	-9%
COc1cc(C(=O)N(Cc2cccc(Cl)c2)C2CCS(=O)(=O)C2)cc(OC)c1OC (stereo not drawn)	-3%	-2	-1%	1%	21%	4%	3%[59 µM]	-4%	-3%
O=C(NCc1ccco1)C1CC(=O)N(c2ccc(Cl)cc2)C1 (stereo not drawn)	-16%	-6	6%	.	24%	-1%	-45%	11%	13%
Cc1cccc(CNC(=O)Cc2csc3ccccc23)c1	-5%	3	1%	11%	45%[activator]	6%	9%[59 µM]	0%	.

Just HP1b chromo inh, G9a block and GLS inh, for some of the entries so far:
SMILES,HP1b chromo inh,G9a block,GLS inh
COc1ccc(CSc2nc(C)cc(C)c2C#N)cc1,77%[activator],.,7%
COc1ccccc1Cn1cc(C(=O)c2ccc(Cl)cc2)c(=O)c2ccccc21,66%[activator],26%[59 µM],-5%

The listing continues.
mol	JMJD2A Tudor inh	PI4K2A inh	Pin1 inh	BAZ2B block	HP1b chromo inh	ERG-DNA inh	G9a block	GLS inh	Tb PGK inh
Nn1c(-c2ccco2)n[nH]c1=S	7.1µM*	9	-10%	50µM*	?	1%	8.9µM*	-9%	-9%
COc1ccc(C)cc1NC(=O)CN1C(=O)CSc2ccc(S(=O)(=O)N3CCCC3)cc21	-16%&-11%	-4&2	-11%&4%	?	45%&8%[activator]	16%&2%	-9%&-24%[59 µM]	-1%&-10%	-9%&6%
Cc1cccc2cc(CN(CC3CCCO3)C(=S)NCc3ccco3)c(=O)[nH]c12 (stereo not drawn)	-14%	8	7%	-2%	4%	7%	-6%[59 µM]	6%	5%
CC(C)c1cc(O)c(-c2ccccc2)c(=O)n1-c1ccc(Cl)cc1	-10%	-2	-2%	1%	1%	-10%	8%[59 µM]	7%	-6%
Cc1ccc(OCC(=O)Nc2cc(NC(=O)COc3ccc(C)cc3)cc(C(=O)O)c2)cc1	-6%	-5	-8%	-2%	15%	0%	?	0%	2%
CC(=NNC(=S)N1CCCCCC1)c1ccccn1	11µM*	2	-2%	.	?	.	.	29%	-9%
C=C(C)CNC(=S)N=Nc1c(O)[nH]c2ccc([N+](=O)[O-])cc12	-28%	1	3%	-13%	-2%	-5%	-5%	4%	i
Cc1ccccc1NC(=O)C1CCCN(C(=O)NCc2ccccc2)C1 (stereo not drawn)	-2%	4	0%	1%	17%	-10%	0%	-6%	-4%
CCN(Cc1cn2cccnc2n1)C1CCCCC1	0%	4	-4%	-22%	30%	-3%	3%	9%	3%
CC1Cn2c(C(=O)NCc3ccccc3Cl)cc3cccc(c32)S1 (stereo not drawn)	34%	-2	11%	-6%	84%[activator]	-9%	2%[59 µM]	4%	-4%
CC1C(=O)N2CCCc3cc(S(=O)(=O)NCc4ccc(Cl)cc4)cc1c32 (stereo not drawn)	-3%	-2	-6%	-9%	30%	4%	-8%	-3%	7%
COc1ccc(NC(=O)c2cccc(OC(F)F)c2)cc1Cl	-3%	-7	-12%	2%	42%[activator]	5%	10%	4%	-4%
COC1=CCC2([N+](=O)[O-])CN(CCO)CC1([N+](=O)[O-])C2 (stereo not drawn)	-9%	1	-1%	-8%	9%	-6%	?	7%	-1%
Cc1cccc(NC(=O)c2cccc3c2-c2ccccc2C3=O)n1	-12%	2	-4%	-25%	9%	-12%	?	-4%	5%
COc1ccc(Br)cc1CNC(=O)Cn1c(=O)c2cccn2c2ccc(F)cc21	-14%	0	-1%	-12%	9%	5%	-24%[59 µM]	-3%	-6%
O=C(O)C1CCCN1S(=O)(=O)c1ccc(Br)cc1 (stereo not drawn)	-6%	-4	3%	-14%	37%[activator]	-20%	-11%[0.501 µM]	-8%	.
COC(=O)[C@@H]1C[C@@H]2CC[C@@H](O)C[C@@H]2N1Cc1ccccc1OS(=O)(=O)c1ccc(C)cc1	-28%	1	24%	-21%	4%	6%	-35%[59 µM]	5%	6%
Cn1c(CN2CCCCC2)nc2cc(NC(=O)c3ccccc3Cl)ccc21	-22%&-25%	-2&4	5%&-3%	-15%&3%	52%&29%[activator]	4%&1%	-44%[59 µM]	10%&6%	-5%&9%
O=C(NC1CCCCC1)c1cc(Nc2ccccc2)nc2ccccc12	-3%	1	2%	6%	20%	0%	-13%[59 µM]	1%	-9%
COc1ccc(/C=C(/NC(=O)c2ccccc2)C(=O)NCc2ccco2)cc1	-7%	2	-1%	-11%	20%	-9%	-2%	-3%	-4%
Cc1nn(C)c(C)c1C1C(C#N)=C(N)OC2=C1C(=O)CCC2 (stereo not drawn)	-3%	-1	-6%	10%	27%	-4%	14%[59 µM]	14%	5%
CC(C)OC(=O)Cn1c(-c2ccccc2)c(-c2ccccc2)nnc1=O	-10%	0	-7%	-15%	42%[activator]	0%	.	-9%	i
CSc1ccc(C#N)cc1NC(=O)c1ccc(Cl)nc1	-24%	0	4%	-21%	-2%	11%	-33%	3%	-3%
COc1ccc(Cc2noc(CN3CCC(c4ccncc4)CC3)n2)cc1OC	-1%	-2	2%	-14%	24%	12%	?	15%	-3%
Oc1cccc(/C=N/n2c(C3CCCCC3)n[nH]c2=S)c1	32µM*	1	0%	-24%	-20%	12%	2µM*	4%	-5%
O=C(NC(=S)N(CCO)Cc1ccccc1)c1cc(Br)ccc1Cl	-10%	-3	3%	?	8%	5%	?	13%	-5%
COc1ccc(C(c2c(O)cc(C)n(Cc3ccco3)c2=O)N2CCCCC2)cc1OC (stereo not drawn)	-9%	1	?	0%	19%[57 µM]	2%	0%[59 µM]	6%	3%
